rCAG RNA binder: binders of r(CAG) RNA repeats, primary screen, biochemical, fluorescence; r(CAG) RNA repeat, TO-PRO-1 dye displacement fluorescence; 1.3% of 370,000 active; AID 651821, 2012; inhibition, % at 3 µM;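 active = inhibition above the plate cutoff, the mean of all test compounds on that plate plus 3 SD, cut at about 35% in these data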;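 also: 0% = DMSO alone and 100% = 100 µM mitoxantrone as full dye displacement; higher means more dye released from RNA so lower well fluorescence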
ABHD4 inh: ABHD4 inhibitors, primary screen, biochemical, fluorescence polarization, mouse; 0.54% of 370,000 active; purified mABHD4, FP-Rh probe fluorescence polarization; (Lyso)-N-acylphosphatidylethanolamine lipase (Mus musculus), Q8VD66; inhibition, % at 8.92 µM;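 active = inhibition exceeding the mean over every tested compound plus 3 SD, cut at about 30% in these data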;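 also: 0% = plate median of compound wells and 100% = S159A mutant with DMSO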
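Assay system: mABHD4 protein; medium: HEPES pH 7.0, NaCl, Pluronic buffer; dosing: 8.92 µM, single dose; schedule: 45 min + 60 min at 25 °C; signal: FP readout, ex 525 nm / em 598 nm; read-out: normalized percent inhibition of probe labeling; repeats: single replicate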
NPR1 activator: GC-A stimulated cGMP production enhancers – HEK293 GC-A cells, cGMP TR-FRET, EC30 ANP, primary screen; activation, % at 10 µM; AID 1671463, 2021; 0% at EC30 ANP, 100% saturating ANP; Atrial natriuretic peptide receptor 1 (Homo sapiens), P16066; 0.14% of 370,000 active; in the data active = activation above about 40%
PG9 Ab binder: binders of HIV-1 gp120 antibody PG9, primary screen, biochemical, TR-FRET | TR-FRET gp120-PG9 antibody binding | inhibition, % at 6.7 µM | 0.43% of 360,000 active; in the data active = inhibition above about 8.5%
ARFGAP1 inh: inhibitors of rat ARFGAP1 GAP activity, primary screen, biochemical, fluorescence polarization, GDP tracer | 0.26% of 360,000 active | Arfgap1-stimulated ARF1 GTP hydrolysis, GDP FP detection | inhibition, % at 16.5 µM | AID 651572, 2012;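 active = inhibition above a per-plate limit, mean inhibition of low control wells plus 3 SD, cut at about 25% in these data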;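 also: 0% = DMSO wells with enzyme and 100% = wells lacking Arfgap1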
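System: truncated rat Arfgap1 GAP domain / Benchmarks: high control wells lacking Arfgap1, low control full reaction with DMSO / Times: compound-enzyme preincubation 20 min, reaction 120 min, detection 60 min, 25 °C / Repeats: one replicate per compound / Also added: human ARF1(Δ1-17)-GTP substrate / Measured by: Tracer-displacement fluorescence polarization with EDTA stop, 620/688 nm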
Rev-erbA mod: modulators of Rev-erb alpha DNA binding, primary screen, biochemical, FITC-DNA, fluorescence polarization, uHTS; Nuclear receptor subfamily 1 group D member 1 (Homo sapiens), P20393; Rev-erbα–FITC-DNA binding, 90 min; activity, % at 10 µM; 0.79% of 370,000 active; AID 1259318, 2017;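 active = activity above about 14%, limit read from the data; passing the limit was not always enough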;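 also: 0% = DMSO wells with 35 nM protein and 100% = DMSO wells with 750 nM protein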
Target sequence (P20393 whole entry, looked up): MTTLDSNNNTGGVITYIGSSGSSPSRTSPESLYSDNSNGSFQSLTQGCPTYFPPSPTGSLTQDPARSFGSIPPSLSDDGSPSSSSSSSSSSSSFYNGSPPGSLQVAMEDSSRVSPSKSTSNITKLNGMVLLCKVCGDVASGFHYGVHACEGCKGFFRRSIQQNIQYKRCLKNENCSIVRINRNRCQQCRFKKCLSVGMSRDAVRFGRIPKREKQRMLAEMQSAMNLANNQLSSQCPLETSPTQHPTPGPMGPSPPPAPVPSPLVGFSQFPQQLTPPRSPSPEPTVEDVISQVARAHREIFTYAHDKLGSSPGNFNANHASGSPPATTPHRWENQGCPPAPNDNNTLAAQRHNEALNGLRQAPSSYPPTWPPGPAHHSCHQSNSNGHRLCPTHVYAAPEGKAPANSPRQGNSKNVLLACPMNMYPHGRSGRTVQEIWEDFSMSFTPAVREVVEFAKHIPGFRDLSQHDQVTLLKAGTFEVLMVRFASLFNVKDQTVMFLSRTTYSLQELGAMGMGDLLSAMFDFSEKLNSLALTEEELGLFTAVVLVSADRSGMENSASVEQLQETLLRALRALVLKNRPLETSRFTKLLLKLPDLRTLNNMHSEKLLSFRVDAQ
ASAP1 inh: inhibitors of human ASAP1 ArfGAP activity, primary screen, biochemical, fluorescence polarization. inhibition, % at 16.5 µM. AID 624377, 2012. Arf-GAP with SH3 domain, ANK repeat and PH domain-containing protein 1 (Homo sapiens), …. ASAP1-stimulated ARF1 GTP hydrolysis, GDP FP detection. 0.19% of 360,000 active; in the data active = inhibition above about 25%;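 also: 0% = vehicle with enzyme and substrate and 100% = no enzyme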
HTRA1 inh: HTRA1 serine protease inhibitors, primary screen, biochemical, fluorescence polarization, HTS; Q92743; recombinant HTRA1, FP-rhodamine activity-based probe; inhibition, % at 5.96 µM; 0.5% of 340,000 active; in the data active = inhibition above about 36%;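 also: 0% = enzyme with DMSO and 100% = wells lacking enzyme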
Target sequence (Q92743 whole entry, looked up): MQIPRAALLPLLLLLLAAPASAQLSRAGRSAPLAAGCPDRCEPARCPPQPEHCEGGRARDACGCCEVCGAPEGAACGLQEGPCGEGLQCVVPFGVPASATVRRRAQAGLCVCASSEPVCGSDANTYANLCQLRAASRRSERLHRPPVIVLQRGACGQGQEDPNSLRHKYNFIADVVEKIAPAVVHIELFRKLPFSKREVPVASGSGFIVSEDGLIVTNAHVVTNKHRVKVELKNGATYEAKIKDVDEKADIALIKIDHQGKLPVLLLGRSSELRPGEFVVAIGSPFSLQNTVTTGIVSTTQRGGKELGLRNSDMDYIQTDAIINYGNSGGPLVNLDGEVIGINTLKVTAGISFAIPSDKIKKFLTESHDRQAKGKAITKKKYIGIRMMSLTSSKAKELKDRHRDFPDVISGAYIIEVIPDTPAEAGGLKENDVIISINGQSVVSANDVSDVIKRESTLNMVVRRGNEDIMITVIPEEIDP
GC-B act: human GC-B receptor activators, primary screen, HEK293 GC-B cells, cGMP TR-FRET, EC30 CNP; Atrial natriuretic peptide receptor 2 (Homo sapiens), P20594; 0% at EC30 CNP, 100% saturating CNP; activation, % at 10 µM; 0.11% of 370,000 active; AID 1920062, 2024;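 active = activation at 10 µM reaching about 35% in either raw or pattern-adjusted values, limit read from the data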
SMARCA2 act: SMARCA2 (BRM) function activators, primary screen, cell-based, luminescence, high throughput. MG213 cells, MMTV-luciferase reporter, dexamethasone, overnight. activation, % at 9.1 µM. 1% of 370,000 active. AID 652017, 2013; in the data active = activation above about 7.8%;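 also: 0% = vehicle wells and 100% = reference activator wells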
* marks the source's active call; other numbers are inactive results; . = no result given.

SMILES	rCAG RNA binder	ABHD4 inh	NPR1 activator	PG9 Ab binder	ARFGAP1 inh	Rev-erbA mod	ASAP1 inh	HTRA1 inh	GC-B act	SMARCA2 act
CCCCNC(=O)CS(=O)Cc1nc(-c2cccc(Cl)c2)oc1C (stereo unspecified)	4	5	-1	-0.4	4	2	0	-4	-7	2
O=C(Nc1nc(-c2ccccc2)cs1)c1ccc2c(=O)n3c(nc2c1)CCCCC3	6	-11	5	0.8	-2	4	14	-39	2	-5
CCCc1nnc(NC(=O)CCN2C(=O)c3ccccc3C2=O)s1	2	-2	-1	-0.1	-1	-2	0	6	-3	-2
O=C1[C@H]2[C@@H](c3ccc(Cl)cc3)N3C(=O)N(c4cccc(Cl)c4)C(=O)[C@@]3(Cc3ccc(Cl)cc3)[C@H]2C(=O)N1C1CCCCC1	5	5	1	-1.0	-14	-5	8	8	-2	1
Cc1ccc(NC(=O)N(CCC#N)Cc2ccccc2)cc1	-2	1	-4	-0.9	2	-1	-16	-10	4	0
COc1ccc(S(=O)(=O)Nc2cccc(-c3ccc(N4CCCCCC4)nn3)c2)cc1OC	12	-46	-7	-0.5	13	-2	12	-32	1	-1
COc1ccccc1NC(=O)N(C)C[C@H]1OCc2cn(nn2)CCCC(=O)N([C@H](C)CO)C[C@@H]1C	2	1	5	0.5	14	1	-20	.	1	-3
Cc1nn(CCOc2ccccc2Cl)c(C)c1[N+](=O)[O-]	0	5	-2	-0.3	4	-7	-1	0	-7	4
O=C(NCc1nnc(SCC(=O)N2CCOCC2)o1)c1c(F)cccc1F	-4	-5	0	-2.8	9	-3	2	0	1	3
Cn1c(=O)c2c(ncn2CC(=O)OCC(=O)NCc2ccc(F)cc2)n(C)c1=O	1	0	-2	0.3	0	3	-16	5	-3	-1
O=C(O)CC(NC(=O)C12CC3CC(CC(C3)C1)C2)c1cc([N+](=O)[O-])ccc1Cl (stereo unspecified)	7	-1	5	-1.2	4	3	-8	7	5	-5
CC(=O)Nc1c2c(nn1-c1cccc(Cl)c1)CS(=O)(=O)C2	2	3	5	0.1	-2	-3	-3	-1	3	-1
CC1(C(=O)O)Cc2ccccc2C(=O)O1 (stereo unspecified)	-2	3	2	1.2	9	4	-3	-5	1	-4
COC(=O)N/N=C/c1cn(Cc2c(Cl)cccc2Cl)c2ccccc12	2	5	-3	1.7	-5	4	-2	-11	-2	-2
COc1cc(NC(=O)CN2C(=O)C(c3ccccc3)=NC2(C)C)cc(OC)c1	4	-4	2	-1.0	10	5	-2	-11	1	0
COc1ccc(CCNC2=C(Cl)C(=O)N(Cc3ccccc3)C2=O)cc1OC	-1	0	4	-0.3	1	5	9	-28	1	-6
COc1ccc(NC(=O)CN2CCN(CC#N)CC2)cc1	2	-4	-1	-1.6	2	0	-1	2	-5	-2
CN(C)S(=O)(=O)c1ccc(N2CCCC2)c(C(=O)N2CCN(S(=O)(=O)c3ccccc3F)CC2)c1	-1	2	1	0.2	2	8	4	-5	-2	0
O=C(Nc1nnc([C@H]2C[C@H](O)[C@@H](CO)O2)s1)Nc1ccccc1Oc1ccccc1	6	-10	-1	0.4	5	0	10	.	-14	2
C/C(=N\NC(=O)CNC(=O)c1ccccc1F)c1ccco1	3	-6	0	-2.6	-9	7	5	5	1	-1
CN(C)S(=O)(=O)c1ccc(NC(=O)COC(=O)C2COc3ccccc3O2)cc1 (stereo unspecified)	3	-5	5	-2.9	9	-6	10	-2	2	-1
Cc1nn(C)c(C(=O)N/N=C/c2ccc(-c3ccccc3)cc2)c1Cl	-3	-4	-3	-2.2	3	-2	-9	1	0	0
Cc1[nH]c2ccccc2c1Cc1nnc(SCC(N)=O)o1	1	2	2	-0.9	9	-3	4	-1	0	-2
CCOC(=O)C(=O)N(C)c1c(CC)nc2c(OCCC3CCCCC3)cccn12	-1	-4	-2	-1.2	12	-3	8	.	1	0
CC(C)(C)c1ccc(C(=O)Nc2ccccc2C(=O)NCCN2CCOCC2)cc1	-10	5	-1	0.4	7	2	-16	-4	-6	0
Cc1nnc(SCc2ccc3c(c2)OCO3)s1	-2	-2	-1	0.0	-5	5	2	-3	3	2
O=C(CCn1c(=O)[nH]c2ccsc2c1=O)NCCc1ccc(Cl)cc1	0	-1	1	-2.2	1	2	-1	3	-7	1
COc1ccccc1C(=O)Nc1ccc2c(c1)OCCO2	1	0	0	-2.7	-3	0	16	-2	0	8.1*
O=Cc1cn(CCC(=O)O)nc1-c1cccc(Br)c1	1	-1	4	0.7	-2	3	-14	-9	2	-2
O=C(CC1C(=O)NCCN1CC(c1ccccc1)c1ccccc1)NCCc1cn[nH]c1 (stereo unspecified)	5	-1	2	1.1	2	-8	-10	7	3	1
COc1cc(OC)cc(C(=O)NNC(=O)CCNS(=O)(=O)c2ccc(Br)cc2)c1	6	-1	-2	0.6	-7	4	5	-8	2	0
Cc1cccc(C)c1NC(=O)/C(=C/c1ccco1)c1ccccc1	-1	3	-9	1.4	-6	1	2	0	-6	1
CCN(CC)S(=O)(=O)N1CCN(S(=O)(=O)N2CCOCC2)CC1	0	5	-2	-1.0	1	7	-4	10	1	-2
CCOc1ccc(S(=O)(=O)NN2Cc3ccccc3C2=N)cc1	-2	3	-2	0.4	6	2	-5	-2	4	-2
COc1cccc(-c2cc(C(=O)Nc3cc(C)on3)no2)c1	-4	-5	-1	4.5	5	3	-3	4	-6	5
CC(C(=O)NCc1ccccc1)N(Cc1ccccc1Cl)C(=O)c1snc(C(N)=O)c1N (stereo unspecified)	1	-2	-5	-0.6	10	4	16	-19	-8	-2
COc1ccc(NC(=O)NNC(=O)COc2ccc3cc(Br)ccc3c2)c(OC)c1	5	3	5	61*	20	118*	7	3	-6	1
O=S1(=O)CCN(CCCCc2ccccc2)CC1	0	7	-1	-0.1	8	4	9	4	0	-1
CC1Cc2ccccc2N1C(=O)C(C)n1cc(C(F)(F)F)cc(Cl)c1=O (stereo unspecified)	2	-1	-3	-0.7	-13	1	10	-5	2	-1
O=C(NNc1cc(C(F)(F)F)ccc1Cl)c1ccc(=O)[nH]c1	3	-11	9	4.2	1	-1	-2	2	1	-3
COC(=O)CCC(=O)NC(=S)Nc1cc(Cl)ccc1Cl	-1	-13	-1	0.6	16	5	-3	-3	2	2
COC(=O)C1CCN(CC(=O)N(C)c2c(N)n(Cc3ccccc3)c(=O)[nH]c2=O)CC1	-1	-1	10	-1.9	2	-6	0	4	1	6
COc1cc(/C=N/O)ccc1Oc1ccc([N+](=O)[O-])cc1[N+](=O)[O-]	2	-1	-4	0.2	21	4	1	-1	-4	-1
C/C(=N\NC(=O)c1c(-c2ccccc2Cl)noc1C)c1cccc(NC(=O)C(C)C)c1	-1	3	-3	-0.1	-1	8	-3	-2	-1	-1
CCC(=O)c1ccc(OCC(O)CN(C)C2CCCCC2)cc1 (stereo unspecified)	-5	-5	2	-2.2	1	3	6	-2	13	1

Given bar-delimited: four of the compounds above.
structure | rCAG RNA binder | ABHD4 inh | NPR1 activator | PG9 Ab binder | ARFGAP1 inh | Rev-erbA mod | ASAP1 inh | HTRA1 inh | GC-B act | SMARCA2 act
O=C(NNc1cc(C(F)(F)F)ccc1Cl)c1ccc(=O)[nH]c1 | 3 | -11 | 9 | 4.2 | 1 | -1 | -2 | 2 | 1 | -3
O=C(CC1C(=O)NCCN1CC(c1ccccc1)c1ccccc1)NCCc1cn[nH]c1 (stereo unspecified) | 5 | -1 | 2 | 1.1 | 2 | -8 | -10 | 7 | 3 | 1
Cc1[nH]c2ccccc2c1Cc1nnc(SCC(N)=O)o1 | 1 | 2 | 2 | -0.9 | 9 | -3 | 4 | -1 | 0 | -2
COc1cc(/C=N/O)ccc1Oc1ccc([N+](=O)[O-])cc1[N+](=O)[O-] | 2 | -1 | -4 | 0.2 | 21 | 4 | 1 | -1 | -4 | -1

Next records
SMILES	rCAG RNA binder	ABHD4 inh	NPR1 activator	PG9 Ab binder	ARFGAP1 inh	Rev-erbA mod	ASAP1 inh	HTRA1 inh	GC-B act	SMARCA2 act
O=C(NNC(=O)C(c1ccccc1)c1ccccc1)c1ccccn1	-2	-4	-1	0.0	-2	-3	12	29	4	0
O=C(CSc1nc2c(oc3ccccc32)c(=O)n1CC1CCCO1)NCc1ccc(F)cc1 (stereo unspecified)	2	-2	1	3.1	3	-3	-11	2	-3	8
O=C1CN(S(=O)(=O)c2cccc(Br)c2)CCN1	1	1	1	2.0	16	2	10	3	3	-5
C/C(CS(=O)(=O)c1ccc(Cl)cc1)=N/NC(N)=S	1	0	3	-0.3	-4	1	0	1	2	-2
COc1ccc2cc(C(=O)NCc3ccccc3)c(=O)oc2c1	0	1	15	-2.3	-6	40*	9	-5	1	-2
Cc1cccc(N(C(=O)c2snc(C(N)=O)c2N)C(C(=O)NCc2ccccc2)c2ccncc2)c1 (stereo unspecified)	-2	2	-23	1.1	2	-1	10	-5	-10	-2
Fc1cccc(Cl)c1-c1nnc2ccc(N3CCOCC3)nn12	2	-5	9	0.4	13	-5	5	5	8	-4
CC(C)C(CCN1C(=O)c2ccccc2C1=O)c1ccco1 (stereo unspecified)	1	5	-1	0.0	-5	2	-2	-7	2	-1
CCOC(=O)c1cccc(NC(=O)CN(C)S(=O)(=O)c2ccc(Br)s2)c1	2	-6	5	.	.	2	.	.	3	-4
CCOc1cc(NC(=O)C2CCCCC2)c(OCC)cc1NC(=O)c1ccco1	-1	2	3	-0.3	10	-7	4	3	0	4
CCCC(=O)N1CCC1(C)C(=O)NS(=O)(=O)c1cccc(Cl)c1 (stereo unspecified)	3	2	2	-1.0	-4	-11	0	.	0	-4
Oc1ccc(Cl)cc1-c1cc(-c2ccccc2)n[nH]1	16	-42	2	-1.0	24	-2	6	-33	-4	0
Cc1ccc(NC(=O)c2ccc3c(=O)n4c(nc3c2)CCC4)cc1F	5	-3	0	0.8	-18	-5	-10	-7	-4	4
O=C(COC(=O)COc1ccc(Nc2ccccc2)cc1)NCc1ccco1	11	15	32	-2.5	-1	-1	12	10	-8	2
CN(C)C(CNC(=O)c1cccc(S(=O)(=O)Nc2ccccc2Cl)c1)c1ccccc1 (stereo unspecified)	8	-2	1	-1.2	-4	4	-5	-2	3	1
Oc1c(Br)cc(Br)cc1/C=N/N1CCN(Cc2ccccc2)CC1	0	7	0	-0.8	-5	-2	17	-6	-1	-1
COC(=O)c1c(-c2ccc(OC)cc2)c2c(c3c4cc(OC)ccc4n(C(=O)c4ccccc4)c13)C(=O)N(C)C2	17	2	2	-0.2	-4	5	6	.	1	-3

Source: PubChem
